aDG glyco up: alpha-DG glycosylation activation; Pro5-aDG cells, alpha-DG glycosylation AlphaScreen (IIH6); 0% Pro5, 100% B10-LARGE cell signal; 0.22% of 360,000 active; activation, % at 10 µM; AID 624168;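 active = activation of at least 8% versus controls, or a plate z-score of at least 8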;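 also: Pro5 are CHO cells carrying HIG-tagged alpha-DG that lacks glycosylation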
CaV13 ICDI inh: Disruptors of the CACNA1D IQ motif to Ca2+-dependent inactivation inhibitor domain association, primary screening, Förster resonance energy transfer in intact living …; HEK cells, CFP/YFP FRET ICDI-IQ, plate reader, 10 min; percent FRET-ratio fall versus neutral wells; inhibition, % at 12.3 µM; 0.098% of 340,000 active; AID 743397;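 active = mean replicate inhibition of at least 30% and at least 1% of replicates passing that level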;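 also: 0% = median of the neutral control wells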
MC4R antag cAMP: blocks human MC4R cAMP signaling; P32245; MC4R-expressing cells, MTII-stimulated cAMP, LANCE TR-FRET; inhibition, % at 6.5 µM; 0.48% of 360,000 active;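 active = inhibition above its plate's cutoff, the mean of tested wells on that plate plus 3 SD, cut at about 29% in these data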;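 also: 0% = Melanotan II alone and 100% = Melanotan II plus saturating MCL0020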
Target sequence (P32245 whole entry, looked up): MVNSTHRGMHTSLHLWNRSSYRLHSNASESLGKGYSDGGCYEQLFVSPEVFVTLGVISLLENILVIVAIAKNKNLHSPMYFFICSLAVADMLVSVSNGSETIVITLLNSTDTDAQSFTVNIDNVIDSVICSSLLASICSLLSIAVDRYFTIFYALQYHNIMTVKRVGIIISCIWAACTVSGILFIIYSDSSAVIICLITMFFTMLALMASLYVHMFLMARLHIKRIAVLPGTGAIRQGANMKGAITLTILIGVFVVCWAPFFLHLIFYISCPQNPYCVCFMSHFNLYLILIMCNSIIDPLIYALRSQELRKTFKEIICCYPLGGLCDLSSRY
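Material: human MC4R-expressing U2OS cells. Probe or stimulus: Melanotan II challenge. Dosing: 6.5 µM single dose. Times: 30-min compound, 1-h challenge, 1-h detection, room temperature. Technique: TR-FRET with Eu-cAMP and labeled anti-cAMP, 671 nm. Replication: singlicate.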
N-glyco inh: N-linked glycosylation inhibition; 0.23% of 360,000 active; D54 ERlucT glycosylation luciferase reporter, 24 h; percent of 100 nM tunicamycin response; reporter increase, % at 12.5 µM; AID 588692;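 active = mean luciferase reporter signal, scaled so untreated is 0 and the glycosylation-blocking control 100, at or above a set limit in every replicate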;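 also: luciferase carries N-glycosylation sites so blocking glycosylation raises the light; 0% = median of neutral control wells and 100% = median of 100 nM tunicamycin wells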
PDI turbidity: inhibitors of human protein disulfide isomerase. P07237. PDI insulin aggregation turbidity, A650, 90 min. inhibition, % at 10 µM. 0.052% of 350,000 active. AID 588391;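 active = mean inhibition across replicates of 30% or more, whatever share of single replicates reach that level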;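 also: absorbance from insulin aggregation driven by PDI reduction with DTT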
Target sequence (P07237 whole entry, looked up): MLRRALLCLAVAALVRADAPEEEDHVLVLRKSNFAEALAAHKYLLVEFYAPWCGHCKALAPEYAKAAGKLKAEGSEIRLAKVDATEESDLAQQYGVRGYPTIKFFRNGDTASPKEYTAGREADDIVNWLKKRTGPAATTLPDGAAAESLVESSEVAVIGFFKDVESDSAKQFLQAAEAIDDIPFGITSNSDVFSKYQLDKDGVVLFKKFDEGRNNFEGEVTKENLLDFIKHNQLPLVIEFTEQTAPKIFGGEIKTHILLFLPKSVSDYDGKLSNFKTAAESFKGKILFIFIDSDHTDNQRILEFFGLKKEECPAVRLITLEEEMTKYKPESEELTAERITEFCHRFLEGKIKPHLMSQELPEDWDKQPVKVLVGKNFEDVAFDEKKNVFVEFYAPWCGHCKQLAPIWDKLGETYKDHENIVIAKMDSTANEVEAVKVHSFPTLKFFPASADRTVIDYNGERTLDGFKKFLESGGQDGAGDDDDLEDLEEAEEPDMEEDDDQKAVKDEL
ABCB6 inh MLPCN: blocks the human ABCB6 transporter; K562-ABCB6 porphyrin accumulation, flow cytometry, 1 h; stronger effect = lower value; 0.19% of 360,000 active; fluorescence ratio to DMSO, % at 10 µM; Q9NP58;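 active = fluorescence ratio to DMSO below 75%, the collection mean minus 3 SD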;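 also: signal is porphyrin accumulated inside mitochondria; 100% equals median channel fluorescence of DMSO control wells; lower ratio means ABCB6 inhibition with less porphyrin fluorescence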
HTR2A ag: agonists of mouse serotonin 5-HT2A receptor (HTR2A). P35363. AID 624169. CHO-K1 mHTR2A beta-arrestin complementation, luminescence; percent of 30 µM serotonin response. activation, % at 7.6 µM. 0.66% of 360,000 active;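 active = activation above a run cutoff, the mean activation of all tested compounds plus 3 SD, cut at about 14% in these data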;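 also: 0% = plate median of compound wells and 100% = 30 µM serotonin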
Cardio protect: myocardial damage modulation in H9c2 cells; H9c2 cardiomyocytes, H2O2 injury protection, ATPLite, 2 h; protection from H2O2 cell death, % at 20 µM; 0.63% of 360,000 active;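 active = compounds giving at least 50% protection of heart cells from peroxide-induced death in the single-dose screen, raw or plate-pattern-corrected value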;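 also: 0% = DMSO wells with peroxide and 100% = DMSO wells without peroxide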
MC4R ag barr: agonists of human melanocortin 4 receptor (MC4R) beta-arrestin | AID 540308 | 0.98% of 360,000 active | U2OS MC4R beta-arrestin complementation, luminescence; percent of melanotan II response, DMSO zero | activation, % at 8.9 µM | P32245;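 active = activation above a per-plate cutoff, the mean activation of sample wells on that plate plus 3 SD, cut at about 8% in these data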
Vif inh: blocks HIV Vif function; HEK293T cells, Vif self-association by quenched fluorescence, imaging, 24 h; inhibition, % at 7.49 µM; 0.35% of 340,000 active; AID 602346; in the data active = inhibition above about 50%, passing the limit was not always enough; also: some results filed as inactive read as strong as hits
* = called active by the depositor; x = no result given. The order is random, and some 3.6% of all compounds hit somewhere here.

smiles | aDG glyco up | CaV13 ICDI inh | MC4R antag cAMP | N-glyco inh | PDI turbidity | ABCB6 inh MLPCN | HTR2A ag | Cardio protect | MC4R ag barr | Vif inh
CC(C)c1nc(C#N)c(N2CCOCC2)o1 | -0.1 | -1 | -3 | 2 | -5 | 102 | 1 | 2 | 0.9 | 0
O=c1c2ccccc2[nH]c(=S)n1CCCN1CCN(c2ccccc2)CC1 | -0.1 | -4 | 2 | -12 | -3 | 89 | -1 | 6 | 1.6 | -6
COC(=O)[C@H]1[C@@H](C)N(CCc2cc(OC)c(OC)c(OC)c2)C(=O)N[C@H]1c1ccccc1 | 0.0 | -3 | 1 | -1 | -3 | 89 | -8 | 2 | -1.4 | -4
CCc1nc2ccc(C(=O)NCCOc3ccc(OC)cc3)cn2c1N(C)C(=O)COc1ccccc1 | -0.1 | -5 | 3 | 1 | 8 | 91 | -6 | 7 | -0.9 | 4
O=C(Oc1ccc2c(c1)OCO2)c1ccncc1 | 0.0 | -10 | -2 | 0 | -5 | 107 | 2 | -1 | -0.5 | 1
CC(=O)c1cccc(NC(=O)Nc2csc3c2CCCC3)c1 | 0.2 | -2 | 15 | 1 | -2 | 96 | 0 | 4 | -1.9 | -6
CC(=O)N1N=C(c2ccc(C)cc2)OC1c1cccnc1 (centres undefined) | 0.3 | -20 | -6 | 1 | 3 | 100 | -4 | 10 | 0.1 | -1
CN1C(=O)CSC1=NCC12CC3CC(CC(C3)C1)C2 | -0.1 | -9 | 5 | -3 | -5 | 93 | 3 | -8 | 1.3 | -3
COc1ccc(S(=O)(=O)N2C[C@H]3CON(C)[C@H]3C[C@H]2c2cccc(Br)c2)cc1 | 0.1 | -5 | 3 | 0 | 1 | 98 | 10 | -8 | -0.7 | x
COc1ccc(C)cc1NC(=O)CNc1ccccc1CN(C)C1CCCCC1 | 1.1 | 0 | 2 | -4 | -13 | 99 | -4 | -14 | -1.8 | -10
CSc1nc(C)nc(N/C=C(\C#N)S(=O)(=O)c2ccccc2Cl)n1 | 0.0 | -4 | -7 | 2 | -5 | 110 | -1 | 1 | 2.1 | -1
CN(C)S(=O)(=O)c1cccc(NC(=O)c2cccc(S(=O)(=O)N3CCc4ccccc43)c2)c1 | 1.1 | -2 | 10 | -10 | -10 | 79 | -11 | -16 | -4.0 | -14
O=C(CCC(=O)N1CCOc2ccc(Cl)cc21)NCCN1CCOCC1 | -0.3 | -3 | 2 | 0 | x | 98 | 3 | 14 | -0.9 | x
CNC(=S)N/N=C(\C)c1ccc(C(C)(C)C)cc1 | -0.2 | -4 | 0 | 5 | -16 | 96 | 1 | -4 | -0.1 | 6
Cc1ccc(NC(=O)CN2CCN(C)CC2)cc1Br | 0.2 | -21 | 0 | 0 | 7 | 95 | -1 | 9 | -0.4 | -1
CCOc1ccc(-c2nc(CSCC(=O)NC3CCCc4ccccc43)c(C)o2)cc1 (centres undefined) | 0.3 | -8 | 7 | 2 | -2 | 97 | 4 | 7 | -2.5 | -6
CCc1ccc(/C=N/NC(=O)c2cc(C3CC3)nc3ccccc23)s1 | -0.2 | -4 | -28 | 12 | -5 | 107 | -8 | -5 | -1.9 | x
Cc1ccc(C)c(NC(=O)CSc2nnc(-c3ccccc3)n2N)c1 | 0.0 | -7 | 5 | 1 | -1 | 88 | 7 | 2 | -1.0 | 25
CN1C(=O)C(O)(CC(=O)c2cccs2)c2ccccc21 (centres undefined) | -0.2 | -1 | 3 | 0 | -13 | 98 | 3 | 0 | -0.1 | 7
COc1ccc(S(=O)(=O)N2CCCC(C(=O)NCc3ccccn3)C2)cc1 (centres undefined) | 0.0 | 0 | 9 | -2 | -5 | 90 | 1 | 8 | -1.9 | -3
Cc1oc2c(CN3CCCCC3)c(O)ccc2c(=O)c1-c1ccc(Br)cc1 | -0.1 | -18 | 7 | -1 | 0 | 90 | 4 | 2 | -2.3 | x
C=CCn1c(C)csc1=Nc1ccc(C(C)=O)cc1 | 0.2 | -4 | 2 | -1 | 2 | 100 | 1 | -8 | -1.6 | 1
Cc1cc(C)cc(N(C(=O)Cn2nnc3ccccc32)C(C(=O)NCc2ccco2)c2ccncc2)c1 (centres undefined) | 0.0 | -6 | 9 | 1 | 2 | 94 | 5 | 3 | 1.0 | 3
Cc1nc(N2CCOCC2)nc(Oc2ccccc2F)c1[N+](=O)[O-] | -0.2 | -5 | 13 | -4 | -4 | 101 | 1 | -4 | 1.4 | -6
Cc1nc2ccccc2c(=O)n1-c1cccc(NC(=O)c2cccs2)c1 | 0.1 | -2 | 5 | -1 | 0 | 99 | -3 | -11 | -3.4 | -13
COC(=O)c1ccccc1NC(=O)COC(C)=O | 0.2 | 1 | 7 | 0 | 21 | 92 | -1 | 1 | -2.0 | -7
O=C(CSc1nnc(CNC(=O)c2cccs2)o1)Nc1cccc(C(F)(F)F)c1 | -0.1 | -4 | -4 | 1 | 2 | 91 | -5 | -7 | -2.2 | 4
Cc1cc(Br)ccc1NC(=O)CN(C)C(=O)c1cccc(S(=O)(=O)N2CCN(C)CC2)c1 | 0.1 | -5 | 5 | -2 | 0 | 95 | -1 | -3 | 0.2 | 5
COc1cccc2c(=O)n(CC(=O)Nc3ccccc3)ccc12 | 0.0 | -6 | 0 | 3 | -12 | 101 | 6 | 16 | 0.6 | 1
Cc1ccc2[nH]c3c(c2c1)CCCC3C(N)=O (centres undefined) | 0.4 | -3 | 2 | -2 | 9 | 96 | 3 | 1 | 3.4 | 1
ClC(Cl)c1nnc(-c2ccccc2)c(-c2c[nH]c3ccccc23)n1 | -0.2 | -6 | -4 | -8 | -10 | 105 | -1 | -7 | 7.9 | -2
Cc1cccc(NC(=O)CSc2nnc(C)c(=O)n2N)c1 | 0.0 | 3 | 7 | 2 | 3 | 98 | 1 | -4 | -1.4 | -1
CCOC(=O)CNC(=O)CSc1nc(-c2cccc(C)c2)ns1 | 0.0 | 6 | 0 | 0 | 2 | 97 | -1 | -14 | 2.1 | -4
Cc1ccc(CNC(=O)COC(=O)c2cc(=O)[nH]c3ccccc23)cc1 | -0.1 | -7 | -4 | 2 | 14 | 97 | -4 | 4 | -1.0 | 1
Cc1nc2ccc(NC(=O)c3ccco3)cc2nc1C | -0.1 | 4 | -4 | -1 | -2 | 87 | 3 | -12 | -2.5 | -9
CC1CCCC(NC(=O)COC(=O)COc2ccccc2Cl)C1C (centres undefined) | 0.1 | -17 | 1 | 1 | 1 | 95 | 2 | 7 | -2.7 | -2
CCCCNC(=O)c1ccc2nc(CC)c(N(C)Cc3cccs3)n2c1 | 0.7 | -7 | 17 | -3 | 6 | 99 | 0 | 4 | -0.2 | 5
CCCOc1ccc2c(CC)cc(=O)oc2c1C | -0.1 | -6 | -10 | -1 | -7 | 99 | 0 | -1 | -0.4 | 0
O=C(C1CCCCC1)N(CCN1CCCC1)c1nc2ccccc2s1 | -0.2 | -6 | 19 | 2 | 1 | 89 | -2 | 2 | -0.4 | -3
CC(C)C12CCC(C(=O)O)C(C1)C(=O)O2 (centres undefined) | 0.1 | x | 2 | 2 | 0 | 98 | 0 | 2 | 0.4 | 2
Cn1nnc2cc(C(=O)NCc3ccc4c(c3)OCO4)ccc21 | 0.0 | 0 | -2 | -1 | -6 | 90 | -2 | 3 | -1.7 | 8
CCCC(C)c1nnc(NC(=O)C2CC(=O)N(CCc3ccc(F)cc3)C2)s1 (centres undefined) | 0.1 | -7 | 7 | 0 | -5 | 100 | 0 | -9 | 0.8 | -2
COCCNC(=O)C(c1ccc(C)cc1)N(C(=O)CCC(=O)Nc1ccccn1)C1CCCCC1 (centres undefined) | -0.1 | -4 | 4 | 0 | 7 | 96 | 3 | 2 | -1.9 | 8
Cc1ccc(-c2csc3ncnc(SCC(=O)Nc4nnc(C)s4)c23)cc1 | -0.3 | -6 | 15 | -1 | 1 | 93 | -2 | -5 | 2.4 | -1
O=C(COC(=O)COc1ccccc1)NCCC1=CCCCC1 | -0.3 | -2 | 4 | 0 | -10 | 86 | -7 | 4 | -1.2 | 4
NNC(=O)COc1ccc(C2SCCS2)cc1 | 0.0 | -10 | -4 | 0 | 0 | 102 | 3 | 2 | 1.9 | 10
O=C(O)COc1ccccc1/C=N/NC(=O)CN1CCN(Cc2ccc(Cl)cc2)CC1 | 0.0 | -1 | 11 | 1 | 1 | 97 | -1 | 5 | -1.1 | -3
COc1ccc(OCCNc2cc(Cl)ccc2[N+](=O)[O-])cc1 | -0.4 | -9 | 13 | -2 | -5 | 102 | 9 | -5 | 10* | x
Cc1cc(N/C=C/C(=O)c2ccccc2)ccc1Br | -0.2 | 0 | 4 | -15 | 0 | 102 | 3 | -17 | 1.6 | -10
CC1C(O)=C(c2ccccc2)P(=O)(Cc2ccccc2)C1C (centres undefined) | 0.2 | -13 | x | x | x | 96 | 4 | x | x | x

(cont.)
smiles | aDG glyco up | CaV13 ICDI inh | MC4R antag cAMP | N-glyco inh | PDI turbidity | ABCB6 inh MLPCN | HTR2A ag | Cardio protect | MC4R ag barr | Vif inh
O=C(N/C(=C\c1ccc(Cl)cc1)C(=O)N1CCOCC1)c1ccco1 | 0.0 | -4 | -10 | -1 | -1 | 96 | 0 | 3 | 2.2 | -6
CCOc1ccccc1C(=O)n1nc(C)cc1C | -0.2 | -2 | 5 | 0 | 9 | 91 | -1 | 7 | -3.0 | -8
O=C(CNC(=O)C(c1ccccc1)c1ccccc1)OCc1ccccc1 | 0.1 | -20 | 30* | 0 | 2 | 97 | 0 | 6 | 0.0 | -5
Cc1ccc(N=Cc2c(O)n(-c3cc(Cl)ccc3N3CCOCC3)c(=O)c3ccccc23)cc1C | -0.3 | -6 | 2 | -8 | -13 | 91 | 2 | -14 | 0.9 | 17
N#CC1CCN(C(=O)c2ccc3c(Cl)c4c(nc3c2)CCCC4)CC1 | 0.5 | -7 | 7 | 7 | -1 | 98 | -3 | 3 | -2.3 | 20
COc1ccccc1N1CCN(C(=O)C2Cc3ccccc3CN2C(=O)c2ccco2)CC1 (centres undefined) | 0.8 | -8 | 4 | 1 | -7 | 87 | -1 | 3 | -0.7 | 13
COc1ccc([N+](=O)[O-])cc1NC(=O)CCc1ccccc1 | -0.3 | -4 | -1 | -1 | -4 | 96 | 1 | 6 | -1.3 | -4
CCN1CCCC1CNC(=O)CSc1cc(=O)n(CC)c2ccccc12 (centres undefined) | -0.2 | -8 | 9 | 8 | -4 | 104 | 0 | 0 | 3.0 | 2
Cc1ccc(OCC(=O)NCCCNC(=O)c2ccco2)cc1 | 0.1 | -3 | 18 | -1 | 1 | 93 | 6 | 3 | -0.1 | -5
Clc1nc(NC2CCCC2)nc(N2CCOCC2)n1 | 0.0 | -19 | -8 | 1 | 3 | 94 | 9 | 0 | -2.2 | 7
Cc1ccc(N2CC(C(=O)Nc3nnc(C(C)C)s3)CC2=O)cc1 (centres undefined) | 0.1 | -4 | -1 | 3 | 8 | 86 | 1 | -3 | -1.3 | -8

Source: PubChem
